Screening results: PubChem BioAssay, Sanford-Burnham Center for Chemical Genomics
CCR6 antagonist – CCR6 receptor antagonists, primary screen, cell-based, CHO-K1, luminescence, beta-arrestin, uHTS. inhibition, % at 20 µM. 0.49% of 340,000 active. CHO-K1 CCR6 PathHunter beta-arrestin, CCL20-stimulated;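 active = compounds whose inhibition of the agonist-driven luminescence signal at 20 µM reaches about 50%, limit read from the data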;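 note: cells stimulated with CCL20 at 14 nM final; plate controls were DMSO with CCL20 for no effect and DMSO without agonist for full effect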
APJ antagonist – antagonists of human apelin receptor APJ, primary screen, CHO-K1 cells, beta-arrestin complementation, luminescence | P35414 | inhibition, % at 20 µM | 0.32% of 330,000 active | AID 2521, 2010;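 active = inhibition above about 40% at 20 µM, limit read from the data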;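 note: cells challenged with 10 nM apelin-13 agonist together with compound; plate controls were apelin-13 plus DMSO wells for no effect and DMSO wells lacking apelin-13 for full effect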
Target sequence (P35414 whole entry, looked up): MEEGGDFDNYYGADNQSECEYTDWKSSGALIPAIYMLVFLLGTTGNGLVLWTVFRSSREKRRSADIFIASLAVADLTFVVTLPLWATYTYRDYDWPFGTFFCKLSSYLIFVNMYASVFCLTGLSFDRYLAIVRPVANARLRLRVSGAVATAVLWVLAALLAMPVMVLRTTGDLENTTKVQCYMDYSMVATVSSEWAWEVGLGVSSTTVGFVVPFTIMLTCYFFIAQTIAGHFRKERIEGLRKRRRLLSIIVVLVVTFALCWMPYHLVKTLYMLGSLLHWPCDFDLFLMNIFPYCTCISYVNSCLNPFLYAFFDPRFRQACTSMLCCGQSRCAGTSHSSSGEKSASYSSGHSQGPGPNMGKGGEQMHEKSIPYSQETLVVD
UBC13 inh – UBC13 polyubiquitin chain formation inhibitors, primary screen, biochemical, TR-FRET, uHTS | Ubiquitin-conjugating enzyme E2 N (Homo sapiens), P61088 | inhibition, % at 20 µM | 0.47% of 330,000 active; in the data active = inhibition above about 45%, passing the limit was not always enough
Target sequence (P61088 whole entry, looked up): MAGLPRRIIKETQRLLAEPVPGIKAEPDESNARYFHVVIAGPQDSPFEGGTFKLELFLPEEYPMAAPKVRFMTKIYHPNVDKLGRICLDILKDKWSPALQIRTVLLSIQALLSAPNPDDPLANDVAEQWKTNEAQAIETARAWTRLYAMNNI
CXCR6 block – CXCR6 receptor inhibitors, primary screen, cell-based, beta-arrestin, luminescence, CHO-K1 PathHunter, 1536-well; C-X-C chemokine receptor type 6 (Homo sapiens), O00574; inhibition, % at 20 µM; 0.36% of 360,000 active; AID 602244, 2012; in the data active = inhibition above about 34%, passing the limit was not always enough;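 note: antagonist mode with CXCL16 agonist at 10 nM final; 0% = 10 nM CXCL16 with DMSO and 100% = unstimulated wells without agonist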
Target sequence (O00574 whole entry, looked up): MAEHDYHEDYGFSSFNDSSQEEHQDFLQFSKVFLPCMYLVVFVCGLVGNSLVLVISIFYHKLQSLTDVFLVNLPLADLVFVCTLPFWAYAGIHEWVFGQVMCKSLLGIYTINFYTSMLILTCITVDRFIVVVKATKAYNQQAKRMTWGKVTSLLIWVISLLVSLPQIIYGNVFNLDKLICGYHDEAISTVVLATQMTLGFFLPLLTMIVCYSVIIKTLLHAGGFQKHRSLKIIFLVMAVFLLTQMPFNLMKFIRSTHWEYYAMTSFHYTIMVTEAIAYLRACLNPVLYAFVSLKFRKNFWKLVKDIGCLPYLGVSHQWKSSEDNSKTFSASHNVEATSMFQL
EBI2 block – EBI2 receptor antagonists, beta-arrestin recruitment, primary screen, cell-based, luminescence, 7a,25-OHC stimulation, uHTS | G-protein coupled receptor 183 (Homo sapiens), P32249 | 7a,25-OHC stimulated | 0.81% of 360,000 active | inhibition, % at 5 µM; in the data active = inhibition above about 38%;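 note: enzyme fragment complementation signal reports receptor beta-arrestin coupling in cells; 0% = agonist plus DMSO wells and 100% = wells without agonist; some results beyond the cut were filed as inactive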
Jurkat NFkB inh – inhibitors of induced NF-kB luciferase reporter, primary screen, TCR NF-kB activation inhibitor project, cell-based, luminescence, uHTS; Jurkat, PMA/ionomycin-induced NF-kB luciferase reporter; inhibition, % at 4 µM; 0.53% of 330,000 active; in the data active = inhibition above about 50%
697 NFkB inh – inhibitors of PMA/ionomycin-induced NF-kB reporter, 697 cells, primary screen, B-cell NF-kB inhibitor project, cell-based, luminescence, uHTS. 0.33% of 330,000 active. AID 435022, 2010. inhibition, % at 4 µM. 697 B-cell NF-kB luciferase reporter, 16 h; in the data active = inhibition above about 35%
Gli-Sufu block – Gli-Sufu pathway antagonists, primary screen, luciferase luminescence, Sufu-KO-LIGHT cells, uHTS; 0.74% of 340,000 active; Sufu-KO-LIGHT fibroblasts, Gli luciferase reporter luminescence; AID 588413, 2011; inhibition, % at 5 µM;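 active = inhibition above about 55%, limit read from the data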;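 note: 0% = DMSO-treated cells and 100% = wells with medium but no cells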
Active calls of the source: *; · = no result given.

SMILES	CCR6 antagonist	APJ antagonist	UBC13 inh	CXCR6 block	EBI2 block	Jurkat NFkB inh	697 NFkB inh	Gli-Sufu block
CCCCn1c(N)c(N(CCOC)C(=O)c2ccc(COc3ccccc3)o2)c(=O)[nH]c1=O	-4	22	1	5	-4	2	9	3
CC(C)N(Cc1c(O)ccc2c(=O)c(-c3ccc(Cl)cc3)coc12)C(C)C	5	15	-5	-1	0	-1	-51	-8
CCCNC(=S)N1CCN(CC)CC1	-2	0	-4	-1	-18	-8	3	-7
CC(OC(=O)C1CC(=O)N(Cc2ccco2)C1)C(=O)Nc1ccccc1[N+](=O)[O-] (stereo unspecified)	-5	-12	6	4	-7	3	21	9
CNC[C@@H]1Oc2ccc(NC(=O)Nc3ccccc3)cc2C(=O)N([C@@H](C)CO)C[C@H]1C	4	0	16	-3	-6	9	2	-5
Cc1cs/c(=N\N=C\c2ccccc2)n1Cc1ccco1	19	·	·	1	20	·	·	-15
CC(C)CCN1C(=O)c2ccc(C(=O)OCn3nnc4ccccc4c3=O)cc2C1=O	15	19	-3	0	-1	1	13	-5
CCC(=O)N1CCN(c2ccc(Cl)cc2NC(=O)Cc2ccc(Cl)cc2)CC1	18	-5	2	12	18	11	29	16
Cc1nc(N2CCN(c3ccccc3)CC2)[nH]c(=O)c1CCC(C)C	8	6	2	-9	4	3	8	3
CN1CC(c2ccc(C#N)cc2)C2(COc3ccccc3C2=O)C12C(=O)Nc1ccccc12 (stereo unspecified)	4	-46	-9	-3	2	-12	-10	4
CCN(CC)c1ccc(/C=C(\C#N)c2ccccn2)cc1	23	-8	-18	-2	10	-12	-290	-63
CCOC1OC(=O)C(Cl)=C1Nc1ccc(C)cc1C (stereo unspecified)	-4	19	-9	7	-11	4	9	-2
Cc1cc2c(N3CCCCC3C)ncnc2s1 (stereo unspecified)	-11	18	6	9	-3	23	-12	8
Cc1cccn2c(=O)c(/C=C(\C#N)C(N)=O)c(N3CCN(Cc4ccc5c(c4)OCO5)CC3)nc12	-1	10	-3	5	6	-1	5	24
O=C(NC(=S)Nc1cccc(NC(=S)NC(=O)c2ccco2)n1)c1ccco1	18	-10	-20	14	8	-6	-21	15
Cc1ccc(S(=O)(=O)NCc2cccnc2)cc1C(=O)NC1CCCCC1	14	-69	-1	-2	-6	-1	-3	·
CN(CCc1ccccn1)C(=O)CN(C)S(=O)(=O)c1ccc2c(c1)c(=O)n(C)c(=O)n2C	-11	-3	-7	-2	-16	1	4	3
Cc1ccc(-n2ncc3c(=O)[nH]c(SCC(=O)N4CCCC4)nc32)cc1C	11	6	-9	-2	-1	-4	-17	-8
CCOC(=O)[C@@H]1C(c2c(OC)cc(OC)cc2OC)=NO[C@@H]1C(=O)OCC	-6	-9	10	-10	-13	15	9	2
O=C(NCCCCc1ccccc1)c1ccc(F)cc1	-2	-8	0	-3	-8	-18	-29	-1
COc1ccc(OC(=O)COc2ccccc2C)cc1	11	2	-6	0	13	-15	-5	44
CNC(=O)c1cc2cc(Cc3ccccc3Cl)ccc2oc1=O	15	11	-1	1	8	-1	-2	-7
NC(=O)c1ccc(NC(=O)C2CC2)cc1	2	3	4	-13	-5	1	14	-12
CC1CCN(C(C)C(=O)Nc2ccc(S(=O)(=O)N3CCCC3)cc2)CC1 (stereo unspecified)	9	8	5	-9	-10	-10	4	14

5 of these compounds, reformatted.
canonical_smiles,CCR6 antagonist,APJ antagonist,UBC13 inh,CXCR6 block,EBI2 block,Jurkat NFkB inh,697 NFkB inh,Gli-Sufu block
Cc1ccc(-n2ncc3c(=O)[nH]c(SCC(=O)N4CCCC4)nc32)cc1C,11,6,-9,-2,-1,-4,-17,-8
CCCCn1c(N)c(N(CCOC)C(=O)c2ccc(COc3ccccc3)o2)c(=O)[nH]c1=O,-4,22,1,5,-4,2,9,3
CNC(=O)c1cc2cc(Cc3ccccc3Cl)ccc2oc1=O,15,11,-1,1,8,-1,-2,-7
O=C(NC(=S)Nc1cccc(NC(=S)NC(=O)c2ccco2)n1)c1ccco1,18,-10,-20,14,8,-6,-21,15
NC(=O)c1ccc(NC(=O)C2CC2)cc1,2,3,4,-13,-5,1,14,-12

The list goes on:
SMILES	CCR6 antagonist	APJ antagonist	UBC13 inh	CXCR6 block	EBI2 block	Jurkat NFkB inh	697 NFkB inh	Gli-Sufu block
CC(OC(=O)c1nn(C)c(=O)c2ccccc12)C(=O)NC1CCCCC1C (stereo unspecified)	-1	22	3	5	1	3	4	0
COC(=O)c1ccc(Oc2cc(C)nc(SC)n2)cc1	10	-11	2	-3	0	55*	-48	0
CC(NC(=O)C(NS(=O)(=O)c1cccs1)C(C)C)c1ccc(S(N)(=O)=O)cc1 (stereo unspecified)	4	4	0	-10	7	4	10	-7
CC(=O)NC1(c2ccccc2)CCN(Cc2nnnn2C(C)(C)C)CC1	14	-19	10	-12	-5	14	-8	-1
O=C1CSC(c2cccnc2)N1c1ccc(Cl)cc1 (stereo unspecified)	10	-7	-8	-9	-15	4	9	1
CC(=O)c1cccc(NC(=O)N2CCCC2C(=O)Nc2cc(C)ccc2C)c1 (stereo unspecified)	14	3	-9	-4	8	-11	5	5
O=C(COC(=O)COc1ccc(Br)cc1)NCc1ccc2c(c1)OCO2	-10	4	10	-2	16	4	8	-4
CCN(CC)S(=O)(=O)c1ccc(N2CCCC2)c(NC(=O)c2ccc([N+](=O)[O-])o2)c1	7	-15	6	-6	-18	-2	-14	-13
O=C(O)CCCC(=O)NCCCc1ccccc1	-7	-23	12	-14	-1	9	15	-4
Oc1ccc(C[C@H]2CNC(=S)N2CC2CCCN2C[C@H](Cc2ccccc2)N2C[C@H](Cc3ccc(O)cc3)N(CCc3ccccc3)C2=S)cc1 (stereo partly specified)	12	·	·	5	9	·	·	25
COC(=O)c1ccccc1NC(=O)COC(=O)CO/N=C(\C)c1ccc2c(c1)OCO2	-5	-7	8	2	0	3	-3	-2
CC(=O)Nc1cc(C(=O)CSc2nnc(C3CC3)n2C2CC2)ccc1O	8	7	-10	-9	-12	0	6	-2
CCOc1ccc(S(=O)(=O)NCCC(=O)NCC(c2ccccc2OC)N2CCCC2)cc1 (stereo unspecified)	16	7	-3	-1	3	-9	-5	18
NC(=O)CC(NC(=O)c1cccc(Br)c1)c1ccc(NCC2CC2)c([N+](=O)[O-])c1 (stereo unspecified)	7	13	-16	-2	-8	16	-26	13
Cc1ccc(C)c(S(=O)(=O)N2CCCOC2CNC(=O)C(=O)NCc2ccncc2)c1 (stereo unspecified)	-1	9	3	-2	-1	9	17	-4
O=C(O)CC(NNC(=O)c1ccccc1)C(=O)Nc1ccc([N+](=O)[O-])cc1 (stereo unspecified)	7	15	11	-2	-4	-4	9	7
CC1CCN(S(=O)(=O)c2ccc3nc(-c4ccccn4)cc(C(=O)NCCN(C)Cc4ccccc4)c3c2)CC1	4	·	·	8	-5	·	·	34
CC(C)C(=O)Nc1nnc(S(=O)(=O)N(C)c2ccc(Cl)cc2)s1	10	15	6	4	1	5	-2	-17
COc1ccc(C2CC(c3ccccc3)=NN2c2ccccc2)c(C(=O)O)c1OC (stereo unspecified)	-2	2	-5	-6	-8	-2	0	-8
CC(=O)Nc1cccc(NC(=O)c2csc(C)c2)c1	-6	1	-2	-5	-18	-4	6	-2
CCN(CC)CCCN(C(=O)c1cccc(C)c1)c1nc(-c2ccc(OC)cc2)cs1	22	-16	22	0	-4	-8	-28	·
Cc1ccc(S(=O)(=O)N2CCN(CCNC(=O)C(=O)Nc3ccc(F)cc3)CC2)cc1	9	5	10	4	5	11	13	-11
CCCNC(=O)c1oc2ccc3c(c2c1C)C=CC(C)(C)O3	1	-9	-7	-9	4	-83	-57	-54
Cc1nc2sc(C(=O)c3ccccc3)c(N)c2c(C)c1C	-12	-12	12	-9	1	-29	-5	-18
S=C(NCc1ccccc1)C(=S)NCc1ccccc1	26	·	·	12	3	·	·	-3
Cc1ccccc1C(=O)NC1CC2CCCC(C1)N2Cc1ccc(Cl)cc1 (stereo unspecified)	18	-11	6	6	7	-13	-10	13
CC1CCCN(CCCNC(=O)CN2C(=O)CSc3ccc(S(=O)(=O)N4CCOCC4)cc32)C1 (stereo unspecified)	4	-13	8	-19	-4	-4	8	-12
CC(C)Cc1nnc(NC(=O)CCC(=O)N2CCCCC2)s1	9	6	6	-7	0	-4	8	4
Cn1c(Cc2ccccc2)nnc1SCC(=O)NC1CC1	14	5	5	-13	1	13	2	16
Cn1c(=O)c2[nH]c(C3CCCC3)nc2n(C)c1=O	4	25	-6	-1	-5	4	-1	2
O=C(CCN1C(=O)/C(=C\c2ccccc2)SC1=S)NNC(=O)c1ccncc1	2	-6	-8	-1	-5	-14	1	3
CC12C=CC(=O)C=C1CCC1C2C(O)CC2(C)C1CCC2(O)C(=O)CO (stereo unspecified)	-9	·	·	-5	1	·	·	14
CC(=O)c1ccc(S(=O)(=O)N2CCC(c3nnc(SCCN4CCCC4)n3C)CC2)cc1	3	3	6	-1	-11	-10	-3	16
CC(C)CN(C(=O)/C=C/c1nc2ccccc2s1)C1CCS(=O)(=O)C1 (stereo unspecified)	4	-2	-3	-6	0	-9	-11	1
Cc1cc(C(=O)NCc2ccc(F)cc2)n(-c2ccccc2)n1	-3	-5	1	-8	-8	-7	4	5
NC1=NC2CS(=O)(=O)CC2S1 (stereo unspecified)	5	-5	-1	-7	-10	3	-7	4
COC(=O)c1c(NC(=O)c2c(Cl)cnn2C)sc(C)c1C	1	1	8	0	3	-20	-30	-1
COc1cccc(C(C(=O)NC2CCCC2)N(C(=O)c2ccco2)c2ccc(C(C)=O)cc2)c1OC (stereo unspecified)	12	19	0	2	8	14	16	-12
CC(C)c1ccc(N2C(=O)CC(Sc3nc4ccccc4o3)C2=O)cc1 (stereo unspecified)	22	-8	5	9	2	-5	1	2
O=C(c1c(O)cc(O)cc1O)C1c2c(cc(O)c3c2O[C@H](c2ccc(O)cc2)[C@@H](O)C3)OC1c1ccc(O)cc1 (stereo partly specified)	6	2	5	-6	-10	5	26	-4
O=C1CN(C(=O)c2cc3ccccc3oc2=O)C(c2ccc(F)cc2)c2cc(Br)ccc2N1 (stereo unspecified)	5	-1	-9	-5	-4	1	-3	-10
Cc1ccc(S(=O)(=O)Cc2sc3ccccc3[n+]2C)cc1	9	13	-14	6	-9	-6	-10	3
Cc1ccc(C)c(SCC(=O)OCC(=O)Nc2ncc(C(F)(F)F)cc2Cl)c1	6	1	7	1	2	-8	8	45
COC(=O)C1CCN(C(=O)Cc2ccc(Br)cc2)CC1	1	-1	-5	3	-3	-13	-5	6
COc1cc(NC(=O)C2CCCN(S(=O)(=O)c3ccc4[nH]c(=O)ccc4c3)C2)cc(OC)c1 (stereo unspecified)	9	3	5	3	2	-1	-17	-3
CC(=O)Nc1ccc(NC(=O)C(OC(=O)c2ccccc2)C(OC(=O)c2ccccc2)C(=O)O)cc1 (stereo unspecified)	7	15	12	1	8	2	-11	47
CC(=O)n1cc(N(C(=O)CCl)c2ccc(Cl)cc2)c2ccccc21	9	-3	10	-9	0	12	-17	4
O=C(CS(=O)(=O)c1ccccc1)Nc1nc(-c2ccc(F)cc2)cs1	-14	-24	20	-6	-10	7	3	2
COc1ccc(N2CCN(Cc3ccc(Br)s3)CC2)cc1	4	6	-4	-1	-1	-13	9	-1
Cc1ccc2cc(COC(=O)C3CCCO3)c(=O)[nH]c2c1 (stereo unspecified)	5	6	4	-15	-5	20	15	-12
COc1ccc(N2CCN(c3ccc(C(N)=O)cc3[N+](=O)[O-])CC2)cc1	12	13	-1	2	7	-1	-1	29
CCOc1ccc(S(=O)(=O)Nc2ccccc2C(=O)N(C)C2CCN(C)CC2)cc1	12	26	14	10	-7	-14	3	·
